GBA enhancer: enhancers of human beta-glucosidase activity in Gaucher fibroblasts | P04062 | L444P Gaucher fibroblasts, 4-MU-glucoside fluorescence, 3 days | activation, % at 10 µM | 30,000 compounds, 0.44% hits; in the data active = activation above about 65%;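 note: 0% = vehicle wells and 100% = positive control wells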
Target sequence (P04062 whole entry L483P): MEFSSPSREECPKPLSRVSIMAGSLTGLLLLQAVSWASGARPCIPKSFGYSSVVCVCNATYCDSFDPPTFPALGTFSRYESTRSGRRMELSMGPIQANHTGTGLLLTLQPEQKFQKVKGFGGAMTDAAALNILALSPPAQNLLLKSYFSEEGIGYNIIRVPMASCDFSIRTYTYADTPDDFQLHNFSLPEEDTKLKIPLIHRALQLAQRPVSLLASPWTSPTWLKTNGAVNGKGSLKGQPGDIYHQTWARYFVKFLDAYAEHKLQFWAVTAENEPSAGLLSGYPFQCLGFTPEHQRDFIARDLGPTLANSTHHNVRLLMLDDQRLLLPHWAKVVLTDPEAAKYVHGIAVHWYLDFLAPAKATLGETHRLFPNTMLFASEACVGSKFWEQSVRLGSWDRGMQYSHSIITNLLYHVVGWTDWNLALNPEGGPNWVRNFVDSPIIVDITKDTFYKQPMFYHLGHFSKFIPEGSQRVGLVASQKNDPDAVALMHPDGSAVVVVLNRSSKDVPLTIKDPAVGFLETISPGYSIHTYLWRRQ
* = called active by the depositor.

mol	GBA enhancer
Cc1ccc(C(C(=O)NCc2ccc(F)cc2)N(C(=O)c2csnn2)C2CC2)o1 (stereo unspecified)	-4
Cc1nn(CC(=O)Nc2ccc(C(=O)N(C)C)cc2)c(=O)c2ccccc12	-5
COc1ccc(-n2nnnc2SCC(=O)c2ccc(O)c(O)c2)cc1	-16
CCOc1ccccc1Nc1ccc(C(=O)O)cc1NC(C)=O	-4
O=C(NCc1ccc2c(c1)OCO2)c1c(O)c2cccc3c2n(c1=O)CCC3	-34
CC(=O)Nc1ccc(S(=O)(=O)n2cnc3cc(C)c(C)cc32)cc1	-7
CC(=O)N1CC2(C)CN(C(C)=O)CC(C)(C1)C2	-6
O=C(Nc1ccc(N2CCOCC2)c(Cl)c1)c1ccco1	-21
CCOC(=O)CNC(=O)c1sc2nc(C)cc(C)c2c1N	-39
COCCN1Cc2cccc(C(=O)Nc3cc(C)cc(C)c3)c2C1=O	-22
CCc1cc(C(=O)OC)c(NC(=O)CCC(=O)O)s1	0
O=c1[nH]cnc2scc(-c3ccc(F)cc3)c12	1
N#Cc1ccccc1NC(=O)CSc1nccn1CCc1ccccc1	8
O=C(CCCNS(=O)(=O)c1cccc2nsnc12)NCc1ccc(Cl)cc1	-36
O=C1NC2=C(C(=O)c3ccccc32)C(c2ccccc2)N1 (stereo unspecified)	-26
CCN(CC)C(=O)C1CCN(Cc2cccc(OCc3ccccc3)c2)CC1	-27
NC(=O)C1(N2CCCCC2)CCN(C2CC(=O)N(Cc3cccs3)C2=O)CC1 (stereo unspecified)	-17
O=C(CN1C(=O)COc2ccccc21)NCc1ccc(C(=O)O)cc1	1
O=C(CCn1nc(-c2ccccc2)ccc1=O)N1CCCC1	-57
CC(C)N(Cc1nc(-c2ccccc2)no1)C(=O)CN(C)S(=O)(=O)c1ccccc1	-3
O=c1nc(-c2ccccc2)cn[nH]1	-36
O=C(c1ccc(Cl)cc1)C1C2C(=O)N(c3ccccc3)C(=O)C2C2CCCN21 (stereo unspecified)	17
CCN=C1SC(CC(=O)Nc2ccccc2)C(=O)N1CC (stereo unspecified)	6
O=C(O)CCCC(=O)Nc1nc(-c2ccccc2)cs1	4
OC(C#Cc1ccccn1)c1cccs1 (stereo unspecified)	10
COc1ccc(NC(=O)C(CCS(C)(=O)=O)NC(C)=O)cc1 (stereo unspecified)	14
O=C(CSc1nnc(NC(=O)C2CCC2)s1)NC1CC1	5
CN1/C(=N\O)c2cccc3cccc1c23	-53
Cc1ccc(N2CC(C(=O)NCc3cccnc3)CC2=O)cc1 (stereo unspecified)	6
COc1ccc(CCNS(=O)(=O)c2ccc(C3CNC(=O)C3)cc2)cc1OC (stereo unspecified)	-20
COc1ccc(CNC(=O)C2CCCN2S(=O)(=O)c2ccc(C)cc2)cc1 (stereo unspecified)	-19
CCn1cc(C(=O)O)c(=O)c2ccc(C)nc21	-15
COc1ccc(N2CCN(C(c3ccccc3OC)c3nnnn3Cc3ccco3)CC2)cc1 (stereo unspecified)	-25
C=CCn1c(COc2ccc(CC)cc2)nnc1SCC(=O)N(C)C1CCS(=O)(=O)C1 (stereo unspecified)	-10
CCOC(=O)C1C(=O)C=C(c2cccc(NS(C)(=O)=O)c2)CC1c1ccco1 (stereo unspecified)	0
CCCCOc1ccccc1NC(=O)c1ccc(=O)[nH]c1	-7
Cc1c(C(=O)NCc2ccc3c(c2)OCO3)oc2ccc(S(=O)(=O)N3CCCC3)cc12	-68
CCCn1nnc(NC(=O)COc2ccc(Cl)cc2)n1	0
Cc1ccc2c(c1)N(Cc1ccncc1)C(=O)C(C)O2 (stereo unspecified)	29
COc1ccccc1-c1nnc(SCC(=O)Nc2cc(C)on2)o1	23

A second format for part of the listing above.
> CN1/C(=N\O)c2cccc3cccc1c23
  GBA enhancer: -53
> Cc1ccc(N2CC(C(=O)NCc3cccnc3)CC2=O)cc1 (stereo unspecified)
  GBA enhancer: 6
> COc1ccc(CCNS(=O)(=O)c2ccc(C3CNC(=O)C3)cc2)cc1OC (stereo unspecified)
  GBA enhancer: -20
> COc1ccc(CNC(=O)C2CCCN2S(=O)(=O)c2ccc(C)cc2)cc1 (stereo unspecified)
  GBA enhancer: -19

(cont.)
mol	GBA enhancer
O=C1NC(=O)c2cc(NC(=O)C3CCCCC3)ccc21	-28
Cn1c(=O)n(Cc2ccccc2F)c(=O)c2c1nc1n2CCCN1CCc1ccccc1	-13
CN(C(=O)CSc1nc2ccccc2n1CCc1ccccc1)C1CCS(=O)(=O)C1 (stereo unspecified)	-11
Cc1nnc(NC(=O)NCN2C(=O)C3C4C=CC(C4)C3C2=O)s1 (stereo unspecified)	-14
Cc1ccc(-n2c(CNc3ccc(F)cc3)nnc2SCC(=O)NCc2ccco2)cc1	-17
COc1ccc(CCC(C(O)C(F)(F)F)S(=O)c2ccccc2)cc1 (stereo unspecified)	-7
CC(CCc1ccccc1)NC(=O)c1cc2sccc2n1C (stereo unspecified)	-4
CCN(CC(=O)NCc1ccc(F)cc1)C(=O)C1CCN(C(=O)Nc2ccccc2)CC1	-11
COC(=O)C1=CN(C)C=C(C(=O)OC)C1c1ccsc1	-10
O=C(Nc1nc(-c2ccc(S(=O)(=O)N3CCCC3)cc2)cs1)c1cccs1	24
COc1ccc(-n2nnnc2-c2cccnc2)cc1	-10
CS(=O)(=O)Nc1ccc(C(=O)NCCc2ccccc2)cc1	-15
CCN(CC)C(=O)C1CC(=O)N(c2ccc(F)c(Cl)c2)C1 (stereo unspecified)	-11
COc1ccc(S(=O)(=O)Nc2cccc(SC)c2)cc1OC	-16
CCC1CCCCN1S(=O)(=O)c1ccc(NC(=O)CSc2ncccc2C(=O)O)cc1 (stereo unspecified)	18
CCOC(=O)C1CCN(C(=O)c2cn(C)c(=O)c3cc(OC)c(OC)cc23)CC1	-55
COc1ccc(-c2nc(CN3CCC(C(=O)NC4CCCc5ccccc54)CC3)c(C)o2)cc1OC (stereo unspecified)	-29
Cc1nc2c(Br)c3nc(C(F)(F)F)[nH]c3c(Br)c2[nH]1	2
CCn1ncc(Br)c1C(=O)Nc1nccs1	8
Cc1ccc(NC2=Nc3ccccc3CS2)cc1	23
Cc1cc(Nc2ncc(Cl)cc2Cl)n[nH]1	-27
CCOc1ccc(OCC)c(NC(=O)C2CCCN(c3ncccn3)C2)c1 (stereo unspecified)	-38
CCCCCC(=O)Nc1cccc(-c2nc3ncccc3o2)c1	-6
CN(C)Cc1c(O)ccc2oc(Cc3ccccc3)cc12	-3
CCCCCC(=O)OC(CN1CCCCC1)CN1CCCC1=O (stereo unspecified)	-6
CCOC(=O)Nc1cc(C)c(Cl)cc1OC	-4
Cc1ccc(-c2nnn(CC(=O)N(Cc3ccco3)C(C(=O)NC(C)(C)C)c3cccs3)n2)o1 (stereo unspecified)	2
CCOc1ccc(-n2c(SCC(=O)Nc3ccc(OC)cc3OC)nc3c(c2=O)SCC3)cc1	-20
COc1ccc(-c2noc(Cc3ccccc3OC)n2)cc1	3
Cn1c(=O)c2c(SCC(=O)N3CCOCC3)nc(CC(C)(C)C)nc2n(C)c1=O	-25
COc1cc(-c2nnc(SCC#CCO)o2)cc(OC)c1OC	8
Nc1c(Br)cc(Br)c(N2CCCC2=O)c1Br	-15
CCCS(=O)(=O)c1c(S(=O)(=O)CCC)c2c(N)cccn2c1C(=O)c1ccc(F)cc1	2
O=C(Nc1ccc(N2C(=O)C3C4C=CC(C4)C3C2=O)cc1)Nc1cccnc1 (stereo unspecified)	-4
Cc1ccc2cc3cc(C(=O)N(C)C4CCCCC4)oc3nc2c1	2
CC(=O)NC(CCS(C)(=O)=O)C(=O)Nc1nc(C)cs1 (stereo unspecified)	-3
O=C(O)c1ccc(-c2ccccc2Cl)o1	-21
CCOC(=O)C1CCN(c2c(NCCCN(CC)Cc3ccccc3)c(=O)c2=O)CC1	4
CC(NC(=O)c1ccccc1NC(=O)c1ccco1)C(=O)O (stereo unspecified)	-10
CCOC(=O)N1CCN(C(=O)CCNS(=O)(=O)c2cc(Br)cnc2N)CC1	-4
CC(OC(=O)C1CCN(S(=O)(=O)c2ccccc2)CC1)C(=O)Nc1ncc(Cl)cc1Cl (stereo unspecified)	3
CCOC(=O)Cc1csc(NC(=O)CCNS(=O)(=O)c2ccc3c(c2)CCC(=O)N3)n1	-21
COc1ccc2cc(CCNC(=O)CC(C)(C)C)c(=O)[nH]c2c1	-37
CCCCCc1c(C)nc(SCC(=O)O)[nH]c1=O	0
Cc1nc2ccccn2c1/C(O)=C1\C(=O)C(=O)N(CCN2CCOCC2)C1c1ccncc1 (stereo unspecified)	2
COc1cccc2cc(-c3nnc(SCC(=O)Nc4nc(C)cs4)n3C)oc12	-19
Cc1cc(NC(=O)COC(=O)c2ccc(S(=O)(=O)N3CCCc4ccccc43)cc2)no1	-21
CCOC(=O)Cn1c(C(=O)OCC)cc2sccc21	-31
Cc1nn(-c2ccccc2C(=O)O)c(=O)c2ccccc12	-5
CC1CCN(CCNC(=O)CCS(=O)(=O)c2ccc(Br)cc2)CC1	-40

(continued)
mol	GBA enhancer
O=C(O)C(c1ccccc1)N1CCCC1 (stereo unspecified)	-3
CCOC(=O)c1ccc(NS(=O)(=O)c2ccc3[nH]c(=O)[nH]c3c2)cc1	-18
O=C(CNC(=O)c1ccccc1)NCCc1nc2ccccc2[nH]1	3
Nc1nc2nonc2nc1N1CCCCC1	-1
CC1CCN(S(=O)(=O)c2ccc3ncn(CC(=O)N(C)Cc4ccccc4)c(=O)c3c2)CC1	31
CCOc1ccc(NC(=O)c2nnn(CC(=O)Nc3ccccc3OC)c2N)cc1	-8
Cc1cnc(C(=O)Nc2ccc(-n3cnnn3)cc2)cn1	-9
CN(CCNC(=O)C1CCN(S(=O)(=O)c2cnc[nH]2)CC1)Cc1ccccc1	-9
O=C(CN1C(=O)CCS(=O)(=O)c2ccccc21)NCc1ccc(F)cc1	-17
Cc1ccc(S(=O)(=O)Nc2ccc(Br)cc2/C=N/n2cnnc2)cc1	-67
O=C(CCCCCNS(=O)(=O)c1ccc(Br)cc1)NCCN1CCOCC1	5
CC1(C)CC(=O)C=C(Nc2ccccc2F)C1	0
O=C(CCC(=O)Nc1nnc(C2CCCCC2)s1)NCc1cccs1	-27
CCc1ccc2[nH]c(=O)c(C(c3nnnn3CCOC)N3CCN(c4ccccc4F)CC3)cc2c1 (stereo unspecified)	-43
COc1ccc2[nH]c(=O)c(CN(Cc3cccnc3)C(=O)Nc3ccccc3)cc2c1	38
CN(C)C(=O)Nc1ccc(F)cc1F	-3
CCCCn1c(N(CCOC(C)=O)C(C)=O)nc2ccccc21	2
CCOC(=O)Cc1csc(NC(=O)CSc2nnc(-n3nc(C)cc3C)c3ccccc23)n1	-60
CC1(C)OC(=O)C(=CNC(CCC(N)=O)C(=O)O)C(=O)O1 (stereo unspecified)	-7
Cc1cccn2cc(CNc3ccccc3)nc12	-47
COc1ccccc1-c1noc(-c2ccccc2C(=O)N2CCOCC2)n1	13
Cc1nn(CC(=O)Nc2ccc(C(=O)N3CCCC3)cc2)c(=O)c2ccccc12	-15
Cn1c(C(C#N)C2=C(Cl)C(=O)N(c3ccccc3)C2=O)nc2ccccc21 (stereo unspecified)	18
COc1nc(NCC(C)C)nc(Oc2ccc(=O)n(-c3ccccc3)n2)n1	3
OC(COc1ccc2ccccc2c1Br)Cn1ccnc1 (stereo unspecified)	-13
CC(=O)c1cnc(Nc2nc(C)c3cc(C)ccc3n2)nc1C	14
CCN(Cc1cc2cc(C)ccc2[nH]c1=O)C(=O)c1cccc(OC)c1	-6
Cc1nc2ccc(S(=O)(=O)NCC(=O)N3CCCC(C)C3)cc2s1 (stereo unspecified)	-27
Cc1sc(NC(=O)CSc2nnc(-c3ccc(F)cc3)o2)c(C#N)c1C	4
O=C(NCc1ccccc1)N(Cc1cc2cc3c(cc2[nH]c1=O)OCCO3)CC1CCCO1 (stereo unspecified)	19

Quoted from the listing:
GBA enhancer, `Cn1c(C(C#N)C2=C(Cl)C(=O)N(c3ccccc3)C2=O)nc2ccccc21` (stereo unspecified) → 18
GBA enhancer, `CCN(Cc1cc2cc(C)ccc2[nH]c1=O)C(=O)c1cccc(OC)c1` → -6
GBA enhancer, `Cc1nn(CC(=O)Nc2ccc(C(=O)N3CCCC3)cc2)c(=O)c2ccccc12` → -15
GBA enhancer, `O=C(NCc1ccccc1)N(Cc1cc2cc3c(cc2[nH]c1=O)OCCO3)CC1CCCO1` (stereo unspecified) → 19

Part of the list above, as labelled records.
Compound: Cc1sc(NC(=O)CSc2nnc(-c3ccc(F)cc3)o2)c(C#N)c1C
  GBA enhancer: 4

Compound: COc1ccccc1-c1noc(-c2ccccc2C(=O)N2CCOCC2)n1
  GBA enhancer: 13

The listing continues.
mol	GBA enhancer
COc1ccc(OC)c(NC(=O)CCn2cccc2)c1	2
OCC1N=C(c2ccccn2)OC1c1ccccc1 (stereo unspecified)	9
COc1ccc(-n2nc(C(=O)NCC(=O)NCC3CCCO3)c3ccccc3c2=O)cc1 (stereo unspecified)	-4
COc1ccc(CNC(=O)C(C#N)c2nc3ccccc3nc2N2CCCC2)cc1 (stereo unspecified)	-20
Cc1cc(C)cc(NC(=O)CCNS(=O)(=O)c2ccc3c(c2)oc(=O)n3C)c1	-14
C=CCSc1nnc(C)n1-c1ccc(Cl)cc1	2
CCN(CCCNC(=O)COc1cc(=O)n(CC)c2ccccc12)Cc1ccccc1	-16
CON(C)c1nc(OCCNC(=O)OCc2ccc(Cl)cc2Cl)nc(N(C)C)n1	-5
CC(C)c1nc(SCC(=O)NCc2ccc3c(c2)OCO3)c2c(=O)n(C)c(=O)n(C)c2n1	1
Cc1csc(NC(=O)CCS(=O)(=O)c2ccc(Br)cc2)n1	-48
CCN1CCC(NC(=O)c2cc(OC)c(OC)cc2OC)CC1	-12
COCCNC(=O)C(OC(=O)c1cccs1)c1ccccc1 (stereo unspecified)	-8
O=C(CCCCCN1C(=O)c2ccccc2C1=O)NCCc1nc2ccccc2[nH]1	-15
O=C(Oc1cccnc1)c1cccc(Cl)c1	-6

This is a subset; the hit share may differ from the screen's.
